TDP1 cell CPT: DT40-hTDP1 cell growth loss with CPT. chicken DT40 Tdp1-/-;hTDP1 cells + 20 nM CPT, ATP luminescence, 48 h. Potency, µM (series often up to 46.2 µM), without a hit: top-dose activity change, negative = growth inhibition, actives largely listed as inhibitors. actives 12% (n = 420,000). AID 686979; note: nearly all actives have a fitted effect of over 55% in size
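Cell growth measured by CellTiter-Glo luminescence after a minimum 48 h, 37 C compound exposure with 20 nM CPT in Tdp1-knockout DT40 cells stably expressing hTDP1, seeded 400/well; qHTS titration format.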
DT40 TDP1 no CPT: qHTS for Inhibitors of human tyrosyl-DNA phosphodiesterase 1 (TDP1): qHTS in cells in absence of CPT. DT40 Tdp1-/- hTDP1 cells, no CPT, ATP luminescence, 48 h. Potency, µM (doses to about 46.2 µM), for inactives: at the top dose activity change, negative = growth inhibition, usual class: inhibitors. actives 15% (n = 420,000); note: nearly all actives have a fitted effect of over 55% in size
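Camptothecin absent (DMSO only). Human TDP1-complemented DT40 knockout cells, 400 cells/well, 37 °C for minimum 48 hr; ATP measured via CellTiter-Glo, 30 min dark incubation, luminescence.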
TDP1 block: blocks human tyrosyl-DNA phosphodiesterase 1 | Potency, µM (titrated, usually from 130 µM), for inactives: at the top dose activity change, negative = inhibition, usual class: inhibitors | Q9NUW8 | actives 0.28% (n = 350,000) | recombinant TDP1, AlphaScreen DNA substrate cleavage; note: nearly all actives have a fitted effect of over 40% in size
Target sequence (Q9NUW8 whole entry, looked up): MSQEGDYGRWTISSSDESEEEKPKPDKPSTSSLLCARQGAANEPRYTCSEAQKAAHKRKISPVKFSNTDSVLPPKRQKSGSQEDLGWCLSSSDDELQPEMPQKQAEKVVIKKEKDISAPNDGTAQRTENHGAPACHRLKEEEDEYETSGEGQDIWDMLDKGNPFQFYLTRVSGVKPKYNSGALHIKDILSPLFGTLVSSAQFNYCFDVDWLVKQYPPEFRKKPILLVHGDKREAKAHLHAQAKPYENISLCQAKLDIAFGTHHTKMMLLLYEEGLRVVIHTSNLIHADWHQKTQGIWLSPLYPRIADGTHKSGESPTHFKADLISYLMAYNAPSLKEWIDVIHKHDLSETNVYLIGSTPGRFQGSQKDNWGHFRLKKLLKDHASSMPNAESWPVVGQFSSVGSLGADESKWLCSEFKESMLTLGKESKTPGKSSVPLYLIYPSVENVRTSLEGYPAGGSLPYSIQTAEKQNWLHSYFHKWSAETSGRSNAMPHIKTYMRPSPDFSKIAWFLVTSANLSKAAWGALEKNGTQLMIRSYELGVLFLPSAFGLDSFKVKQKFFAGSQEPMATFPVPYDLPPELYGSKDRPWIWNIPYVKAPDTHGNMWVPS
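Recombinant human Tdp1 (E. coli-expressed, 1 nM final) preincubated with compounds 15 min at room temperature, then 5'-biotin/3'-phosphotyrosine-FITC DNA substrate (15 nM final) added for 5 min. AlphaScreen beads (10 ug/ml final) added 10 min; cleavage lowers signal.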
* = called active by the depositor; ? = inconclusive; . = no result given; & = joins results of further samples. Calls come from the whole dose curve; as a rule, active = well fitted curve in the direction sought with a large enough effect; inconclusive = small, poorly fitted or top-dose-only effect, or another doubt; inactive = no such curve, though single readings can be large; an effect the other way counts as inactive or inconclusive. % is set by controls: 0 for no effect and ±100 for the full control effect; potency is the fitted concentration of half-maximal effect.

SMILES	TDP1 cell CPT	DT40 TDP1 no CPT	TDP1 block
O=C(/C=C/c1ccccc1[N+](=O)[O-])NC1CCCC1	1%	9%	-5%
O=C(CSc1nc2cccnc2n1Cc1ccccc1)NCc1ccco1	3%	-2%	-2%
O=C(NC1CCCc2ccccc21)c1cc(S(=O)(=O)N2CCOCC2)ccc1F (stereo not given)	-4%	-6%	3%
Cc1ccc(S(=O)(=O)c2nc(-c3ccco3)oc2SCC(=O)c2ccc(Cl)cc2)cc1	?	?	0%
Cc1ccc(-c2cnc3cccnn23)cc1F	?	?	.
O=C(c1cc(-c2cccc(Cl)c2)on1)N1CCCCC1	-20%	-14%	-11%
O=C(CSc1ccc(-c2ccco2)nn1)NCCc1ccccc1	-6%	9%	3%
COc1cccc(C(=O)Oc2cc3c4c(c2)C(C)=CC(C)(C)N4C(=O)C3=O)c1	3.7µM*	3.7µM*	12%
CCOc1ccc2nc(NC(=O)COc3ccc(N(C)S(=O)(=O)c4ccc(C)cc4)cc3)sc2c1	-9%	?	.
COc1cc(OC)c(-c2nn3c(C4CCCCC4)nnc3s2)cc1OC	?	?	6%

An excerpt from above in order of molar mass, smallest number first:
SMILES	TDP1 cell CPT	DT40 TDP1 no CPT	TDP1 block
O=C(/C=C/c1ccccc1[N+](=O)[O-])NC1CCCC1	1%	9%	-5%
O=C(c1cc(-c2cccc(Cl)c2)on1)N1CCCCC1	-20%	-14%	-11%
O=C(CSc1ccc(-c2ccco2)nn1)NCCc1ccccc1	-6%	9%	3%
COc1cc(OC)c(-c2nn3c(C4CCCCC4)nnc3s2)cc1OC	?	?	6%
O=C(CSc1nc2cccnc2n1Cc1ccccc1)NCc1ccco1	3%	-2%	-2%
CCOc1ccc2nc(NC(=O)COc3ccc(N(C)S(=O)(=O)c4ccc(C)cc4)cc3)sc2c1	-9%	?	.

(more compounds)
SMILES	TDP1 cell CPT	DT40 TDP1 no CPT	TDP1 block
O=C(CCSc1nnc(-c2ccco2)o1)Nc1ccc(Cl)cc1	?	?	7%
CCO[C@H]1OC(C(=O)NCc2nc3ccccc3[nH]2)=C[C@@H](C)[C@@H]1CCCO	?	?	3%
Cc1ccc(CN2CC(C(=O)NC3CCCC(C)C3C)CC2=O)cc1 (stereo not given)	18µM*	?	1%
CCCCCCC1(C)NC(=S)N(c2ccccc2)N1 (stereo not given)	-27%	?	10%
Cn1c(CNC(=O)c2ccccc2F)nnc1SCc1ccc(F)cc1	-8%	?	8%
Cc1ccccc1NC(=S)N/N=C/C(C)c1ccccc1 (stereo not given)	10µM*	13µM*	3%
CCCN(CCC)CCCn1c(=O)[nH]c2ccccc21	-15%	-7%	-11%
O=C(O)/C(=C\c1cccc(F)c1)c1ccc(S(=O)(=O)N2CCCCC2)s1	-21%	-2%	-1%
Cc1c(C(=O)N2CCCCCC2(C)C(=O)NCC(C)C)oc2ccccc12 (stereo not given)	?	18µM*	.
Cc1ccc(S(=O)(=O)N2CCCCC2)cc1NC(=O)c1ccc(Br)o1	3%	-11%	1%
CNC(=O)C1CCC(Cn2c(=O)c3sccc3n(CC(=O)Nc3ccc(C)c(F)c3)c2=O)CC1 (stereo not given)	?	?	3%
c1ccc(Nc2nc(NCC3CCCO3)c3ccccc3n2)cc1 (stereo not given)	3.7µM*	3.3µM*	6%
Cc1cccc(CN(CC(=O)N/N=C/c2cccs2)S(=O)(=O)c2ccc(Cl)cc2)c1	?	29µM*	1%
Cc1c(OCC(=O)NCc2ccccn2)ccc2c3c(c(=O)oc12)CCCC3	?	?	-19%
CCOC(=O)CN1C(=O)C(C)(C)Oc2ccc(C(=O)Nc3ccccc3)cc21	?	?	4%
CC(Oc1ccc2ccc(=O)oc2c1)C(=O)NC1CC(C)(C)NC(C)(C)C1 (stereo not given)	-2%	29%	-3%
Cc1ccc(C)c(S(=O)(=O)N2CCN(C(=O)c3cnccn3)CC2)c1	-17%	-18%	-3%
CCCc1nc2c(s1)CCc1onc(-c3ccc(OC)cc3)c1-2	?	-22%	.
CC(C)=N/N=c1\scc(C)n1Cc1ccco1	?	?	4%
CC1=CCC2C(=O)N(c3ccc(Br)cc3C)C(=O)C2C1 (stereo not given)	-12%	-12%	-3%
O=C(CCC1CCCCC1)NCc1ccc(F)cc1	1%	-2%	-3%
Cc1ccc2nc(NC(=S)NC(=O)c3ccco3)sc2c1	5.2µM*	3.3µM*	-3%
O=C(NCCc1cccc(C(F)(F)F)c1)C1CCC(=O)N(C2CC2)C1 (stereo not given)	14%	-20%	2%
Cc1noc(C)c1S(=O)(=O)N(C)C[C@H]1Oc2ccc(NC(=O)C3CCCCC3)cc2C(=O)N([C@H](C)CO)C[C@@H]1C	-22%	-14%	1%
CC=CCn1c(SCCCc2ccccc2)nc2c1c(=O)[nH]c(=O)n2C	21µM*	21µM*	.
Cc1nc2c(c(C)nn2-c2ccccc2)c(C)c1CCC(=O)NCc1ccccc1	?	?	0%
CC(=O)Nc1ccc(S(=O)(=O)NC(C)c2ccccc2)cc1 (stereo not given)	-10%	-24%	3%
CCCCCC1C/C(=N\O)C=C(C)C1C(=O)OC (stereo not given)	1%	0%	0%
C/C=C(\C)C(=O)NCCN1C2=NC[C@H](C)N2C[C@@H]1Cc1ccc(OC)cc1	-20%	-1%	4%
CCOC(=O)C1(Cc2ccc(Cl)cc2)CCN(Cc2cn(CC)nc2C)CC1	16µM*	?	8%

The last 5 entries of the section before open the next one:
SMILES	TDP1 cell CPT	DT40 TDP1 no CPT	TDP1 block
Cc1nc2c(c(C)nn2-c2ccccc2)c(C)c1CCC(=O)NCc1ccccc1	?	?	0%
CC(=O)Nc1ccc(S(=O)(=O)NC(C)c2ccccc2)cc1 (stereo not given)	-10%	-24%	3%
CCCCCC1C/C(=N\O)C=C(C)C1C(=O)OC (stereo not given)	1%	0%	0%
C/C=C(\C)C(=O)NCCN1C2=NC[C@H](C)N2C[C@@H]1Cc1ccc(OC)cc1	-20%	-1%	4%
CCOC(=O)C1(Cc2ccc(Cl)cc2)CCN(Cc2cn(CC)nc2C)CC1	16µM*	?	8%
O=C(CN1C(=O)C2C3C=CC(C3)C2C1=O)NCCN1CCCc2ccccc21 (stereo not given)	-1%	2%	5%
CC(C)SC1=NC(C)(C)C=C(/C=C/c2ccc(Cl)cc2Cl)N1	?	?	5%
CSc1cc(C)n(-c2ccccc2C)c(=S)c1C(C)=O	0%	-2%	-2%
CC(NC(=O)c1ccc2ccccc2n1)c1ccc(Br)cc1 (stereo not given)	?	?	5%
O=C(NCc1ccccn1)c1cc(-c2ccc(-c3ccccc3)cc2)nc2ccccc12	16µM*	8.2µM*	-3%
Cc1ccc2c(c1)C(=O)C(=O)N2Cc1ccc(Br)cc1	0.92µM*	0.65µM*	7%
COC(=O)[C@]12CCCCC=C1N(Cc1ccccc1)C(=O)[C@H](CC(=O)NCCCCc1ccccc1)C2	23µM*	?	.
CC1CCCC(NC(=O)CCn2c(=S)oc3ccccc32)C1C (stereo not given)	-16%	?	1%
CCc1cc2cc(C)cc(C)c2nc1SCC(=O)NNC(=O)c1ccco1	?	?	3%
CC(C)C(NC(=O)C(Cc1ccccc1)NC(=O)OCc1ccccc1)C(=O)O (stereo not given)	6%	4%	0%
Cc1cc(C)cc(OCC(=O)NCCc2nc3ccccc3[nH]2)c1	?	-21%&-28%	7%
CS(=O)(=O)Nc1ccc(Cc2ccc(NS(C)(=O)=O)cc2)cc1	-8%	-27%	-2%
CC(C)(C)c1cc(Cl)ccc1OCCn1ccnc1	-4%	?	10%
Cc1nc2ncccn2c1-c1csc(Nc2ccc(N(C)C)cc2)n1	0.0052µM*	0.018µM*	12%
O=C(CCn1c(=O)oc2ccccc21)N1CCOCC1	-28%	-2%	-2%
CC(=O)N1c2ccc(S(=O)(=O)N3CCC(C(=O)Nc4cccc(C)c4C)CC3)cc2CC1C (stereo not given)	?	-18%	1%
O=C(COc1ncnc2ccccc12)N1CCN(S(=O)(=O)c2ccc(Cl)cc2)CC1	?	-10%	3%
CCCC(C)NC(=O)COC(=O)c1cc(Br)c(Br)s1 (stereo not given)	3%	13%	0%
CC(C)(C)NC(=O)NC(=O)CN1CCN(c2cccc(Cl)c2)CC1	?	?	.
O=C(Nc1ccc2c(c1)OCCO2)c1cnccn1	-10%	-11%	0%
CCc1nc2ccc(C(=O)NCCCN3CCCC3=O)cn2c1N(C=O)CC	0%	-8%	.
CC(=O)c1sc(N/N=C\c2cccc(Br)c2)nc1C	?	?	3%
COc1ccc(-c2sc(Nc3ccc(F)c(F)c3F)nc2CCC(=O)NN)cc1	?	?	6%
Cc1nc2cncnc2n(Cc2ccccc2)c1=O	-4%	0%	.
O=[N+]([O-])c1cncc([N+](=O)[O-])c1Nc1ccccc1Cl	18µM*	23µM*	1%
O=C1NC(=Nc2ccccc2)S/C1=C\c1cccs1	?	?	-8%
OCCN=c1cc(-c2ccccc2)oc2ccc(Cl)cc12	?	16µM*	8%
O=C(NC(NC(=S)Nc1cc(Cl)ccc1Cl)C(Cl)(Cl)Cl)c1ccco1 (stereo not given)	?	-29%	4%
CCOc1cc(/C=N/NC(=O)c2cccc([N+](=O)[O-])c2)ccc1OS(=O)(=O)c1ccccc1	?	18µM*	2%
Cc1nn(CC(=O)Nc2ccccn2)c(C)c1Br	8.2µM*	?	-3%
Cc1nc2c3cnn(-c4ccccc4)c3ncn2n1	-20%	-28%	1%
O=C(COC(=O)CCS(=O)(=O)c1ccccc1)Nc1ccc(N2CCCCC2)cc1	3%	-21%	3%
O=C(CSc1ccc2nnc(CCNC(=O)c3ccccc3)n2n1)NCc1ccco1	-18%	-8%	2%
CCN(CC(=O)Nc1ccc(NC(C)=O)cc1)C(=O)c1ccc(=O)n(C)n1	10%	15%	0%
CC1CCN(S(=O)(=O)c2ccc3c(c2)c(=O)c(C(=O)N2CCCCC2)cn3C)CC1	-24%	-26%	3%
Cc1ccc(S(=O)(=O)N2CCC(NC(=O)OC(C)C)CC2)cc1	7%	3%	0%
Cc1[nH]nc2c1C(c1cccs1)C(C#N)=C(N)O2 (stereo not given)	-25%	-30%	-1%
COc1cc(NC(=O)CN2C(=O)NC(C)(c3ccc(OC(F)F)cc3)C2=O)cc(OC)c1OC (stereo not given)	?	?	0%
CCOC(=O)CNC(=O)COc1coc(CN2CCN(c3ccc(F)cc3)CC2)cc1=O	3%	-1%	0%
CC(=O)Nc1nc(C)c(CCCOc2ccc([N+](=O)[O-])cc2)c(=O)[nH]1	-12%	-22%	0%

Reformatted: two of the compounds above.
CCN(CC(=O)Nc1ccc(NC(C)=O)cc1)C(=O)c1ccc(=O)n(C)n1
  TDP1 cell CPT = 10%	DT40 TDP1 no CPT = 15%	TDP1 block = 0%
CC(=O)Nc1nc(C)c(CCCOc2ccc([N+](=O)[O-])cc2)c(=O)[nH]1
  TDP1 cell CPT = -12%	DT40 TDP1 no CPT = -22%	TDP1 block = 0%

Further records follow:
SMILES	TDP1 cell CPT	DT40 TDP1 no CPT	TDP1 block
COc1ccccc1C(=O)NC(CCSC)C(=O)Nc1ccc(C)c(S(=O)(=O)N2CCOCC2)c1 (stereo not given)	?	?	2%
CCOc1ccccc1NC(=O)COc1cccc2c(=O)n(CCOC)ccc12	12µM*	13µM*	3%
CCN(CC)Cc1c(O)ccc2c(=O)c(Oc3ccccc3OC)c(C)oc12	-25%	0%	5%
O=C(CCC(=O)OCC(=O)c1ccccc1)Nc1cccc2cccnc12	-18%	-5%	0%
Cc1ccc(OC(=O)c2ccc3nc(C)sc3c2)cc1	-12%	-20%	4%
CC(C)(C)C(=O)Cn1c(NCCCO)nc2ccccc21	6%	-36%	9%
CO[C@H]1C[C@H](O[C@@H]2/C(C)=C/C[C@@H]3C[C@@H](C[C@]4(CC[C@H](C)[C@@H](C5CCCCC5)O4)O3)OC(=O)[C@@H]3C=C(C)/C(=N/O)[C@H]4OC/C(=C\C=C\[C@@H]2C)[C@]43O)O[C@@H](C)[C@@H]1O	-17%	-9%	.
COC(=O)CCn1nnc(-c2ccc(C)cc2)n1	-3%	-23%	0%
Cc1ccccc1NN1C(=O)C=CC1=O	-8%	-24%	0%
O=C(CCCOc1ccccc1)N1CCCCC1	-19%	-25%	6%
